High-throughput results (PubChem BioAssay)
P. falciparum M1AAP: malaria alanyl aminopeptidase activity blockers – biochemical, fluorogenic H-Leu-NHMec substrate, 1536-well (AID 1445). inhibition, % at 30 µM; hits with a dose series show IC50 in µM. recombinant M1AAP, H-Leu-NHMec fluorogenic kinetic assay; higher % means a stronger effect. hit rate 0.42% among 220,000;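 active = primary inhibition above the hit cutoff, then over 50% inhibition at one or more dose response concentrations, cut at about 23% in these data, passing the limit was not always enough; inconclusive = conflicting primary data, or primary hits not chosen for dose response; inactive = low primary inhibition, or under 50% at every dose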;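 also: plate controls were DMSO full reaction for no effect and no enzyme background for full effect; strong numbers were not always called active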
West Nile antiviral: inhibition of WNV-induced cytopathic effect – cell-based, CPE readout (AID 1621); CPE inhibition, % at 10 µM; hits with a dose series show IC50 in µM; hit rate 0.02% among 290,000; West Nile virus-infected cells, CPE inhibition; higher % means a stronger effect; in the data active = a potency from the dose series; inconclusive = CPE inhibition mostly from about 3.7% at the one dose, without a potency; inactive = the rest, 99 in 100 with CPE inhibition below about 2.2%; also: strong numbers were not always called active
human PMI inhibition: MPI enzyme activity inhibition – biochemical, fluorescence intensity, coupled assay, primary screen (AID 1209). one-dose inhibition, % at 20 µM; IC50 in µM for titrated hits. hit rate 0.42% among 190,000. purified PMI enzyme, coupled fluorescence intensity; higher % means a stronger effect;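 also: plate controls were DMSO vehicle for no effect and wells lacking substrate for full effect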
P. falciparum M17LAP: P. falciparum M17LAP inhibitors, primary screen, biochemical, fluorogenic H-Leu-NHMec substrate, 1536-well (AID 1619) | recombinant M17LAP, H-Leu-NHMec fluorogenic kinetic assay; higher % means a stronger effect | inhibition, % at 30 µM; hits with a dose series show IC50 in µM | hit rate 0.38% among 220,000;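 active = compound inhibiting the enzyme by more than half at any dose during confirmatory dose-response retesting; inconclusive = strong single-dose inhibitors picked by rank but not retested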;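 also: plate controls were full reaction with DMSO carrier for no effect and no enzyme background for full effect; strong numbers were not always called active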
TNAP activators: stimulation of alkaline phosphatase TNAP activity – biochemical, luminescent, no phosphate acceptor, uHTS, primary screen (AID 1001) | purified TNAP, luminescent activation assay, no phosphate acceptor; higher activation fold means a stronger effect | activation fold at 20 µM; hits with a dose series show EC50 in µM | hit rate 0.03% among 200,000; in the data active = activation fold from about 3, or a potency from the dose series; inactive = the rest, 99 in 100 with activation fold below about 1.6; also: many of its hits are not listed in these tables
PMI inhibition: human PMI inhibitors, high substrate, primary screen, biochemical, fluorescence intensity, high mannose 6-phosphate (AID 1220); recombinant PMI enzyme, coupled fluorescence intensity; higher % means a stronger effect; one-dose inhibition, % at 20 µM; IC50 in µM for titrated hits; hit rate 0.66% among 190,000
RSV CPE inhibition: RSV antiviral activity via CPE protection, HEp-2 cells, primary 10 µM value included (AID 2391) | HEp-2 cells, RSV-induced CPE inhibition; higher % means a stronger effect | CPE inhibition, % at 10 µM, or IC50 in µM where a hit was titrated | hit rate 0.13% among 310,000; in the data active = a potency from the dose series; inconclusive = CPE inhibition mostly from about 23% at the one dose, without a potency; inactive = the rest, 99 in 100 with CPE inhibition below about 21%; also: strong numbers were not always called active
UTI89 phage lysis: protection from phage-mediated lysis, alamar blue read-out – E. coli UTI89, K1F phage, bacterial capsule biogenesis inhibitors (AID 488966); E. coli UTI89 K1F phage lysis, alamar blue, 2 h; higher % means a stronger effect; inhibition, % at 100 µM, or IC50 in µM where a hit was titrated; hit rate 0.02% among 340,000;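 active = phage lysis inhibition, versus mean bacterial control, above a set limit; inconclusive = no clear call, values can overlap the other calls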;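 also: capsule biogenesis inhibitors block K1F phage lysis so surviving cells raise fluorescence; higher fluorescence means more inhibition of phage lysis; actives were called in the ten point dose series up to 300 µM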
T cell modulator: T cell immune modulation candidate; hit rate 0.068% among 330,000; 2C CD8+ T cell-vesicle binding, flow cytometry; active compounds read low; AID 2052; calls only at 7 µM;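 active = response, share of CD8 T cells binding vesicles, and their 90th percentile fluorescence all below set limits, cut at about 80% in these data, passing the limit was not always enough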
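Material: 2C TCR transgenic mouse naive CD8+ T cells, MACS-purified. Also added: QL9-charged Drosophila Ld/ICAM-1/B7-1 vesicles. Timing: binding 1.5 h at 37 °C. Measured by: high-throughput flow cytometry with anti-B7-1 and anti-CD8 staining. Read-out: percent CD8+ FL2 mean versus row control. Controls: Unloaded micro-vesicles (low), QL9 vesicles with 0.7% DMSO (high).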
T cell modulator vesicle-bound %: further read-out of T cell modulator, marked with its call; double positive events, %; measured here: CD8+ vesicle-bound cell fraction;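 binding gate set so that unloaded-vesicle control wells show 10% double positive cells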
Numbers without * were called inactive; i = inactive; ? = inconclusive; nt = not tested or not shown; [ ] = dose if it differs, or a comment. Rule as the data show it, unless noted: active = inhibition above about 50%; inactive = the rest. Rows are unselected (roughly 1.5% active in at least one column).

smiles,PMI inhibition,P. falciparum M17LAP,human PMI inhibition,T cell modulator,RSV CPE inhibition,T cell modulator vesicle-bound %,UTI89 phage lysis,TNAP activators,P. falciparum M1AAP,West Nile antiviral
O=C(CC1C(=O)NCCN1Cc1ccccc1C(F)(F)F)NCCN1CCOCC1 (stereo not drawn),nt,nt,nt,i,-1.2%,9.0,0.1%,nt,nt,-0.1%
CCCCOc1ccc(CN(C)c2ncnc(N)n2)cc1,-2.5%,-0.7%,-8.9%,i,5.1%,15.6,1.3%,1.1,0.7%,0.6%
O=C(CSc1nc2ccccc2[nH]1)Nc1ccc(F)cc1,11.5%,-1.7%,10.3%,i,2.9%,27.2,-1.8%,1.1,20.9%,0.2%
Cc1nnc(SCC(=O)Nc2cccc(S(=O)(=O)N(C)c3ccccc3)c2)s1,5.6%,1.1%,10.3%,i,13.2%,5.9,0.2%[50 µM],0.9,7.4%,0.2%
Cc1c(C(=O)NCc2cccnc2)sc2nc(-c3ccccc3)cn12,nt,nt,nt,i,-0.3%,4.1,9.9%,nt,nt,-0.9%
O=C(Nc1c[nH]c(=O)[nH]c1=O)c1ccc2c(c1)C(=O)N(c1cccc([N+](=O)[O-])c1)C2=O,nt,13.3%,nt,nt,nt,nt,0.9%,nt,1.3%,0.2%
CS(=O)(=O)N(CC(=O)N1CCN(c2ccccc2F)CC1)c1ccc2c(c1)OCCO2,6.4%,-3.2%,7.6%,i,0.9%,15.6,3.2%,1.1,4.5%,-0.4%
CC1OC2(OC1C)C(=O)Nc1ccccc12 (stereo not drawn),-5.1%,5.0%,-5.6%,i,3.0%,48.3,-1.3%,1.2,7.9%,-0.1%
NC(=O)c1ccc2c(c1)S(=O)(=O)c1ccccc1C2=O,nt,-5.7%,nt,i,?,53.4,-0.1%,nt,0.1%,-0.2%
COc1ccc(CNC(=O)[C@@H](C)NC(=O)C2CCN(C(=O)[C@@H](N)CCSC)CC2)cc1,nt,nt,nt,i,1.1%,40.0,1.7%,nt,nt,0.1%
CCOc1ccc(OCC)c(S(=O)(=O)NCCOC23CC4CC(CC(C4)C2)C3)c1,4.0%,1.7%,7.4%,i,7.1%,40.7,8.7%,1.1,-1.0%,-0.4%
CCCc1nc(NCc2ccccn2)c2nnn(Cc3ccccc3F)c2n1,4.9%,-8.0%,11.3%,i,0.1%,28.5,-0.4%,1,4.1%,nt
CCCC[C@H](CN(N=O)[C@@H](Cc1ccccc1)CN(C)N=O)N(CCc1ccccc1)N=O,0.8%,0.3%,7.7%,nt,0.3%,nt,1.0%,1.1,2.3%,-0.9%
CCCCCC(=O)NC(=S)Nc1ccc(N2CCOCC2)cc1,7.5%,-0.4%,4.6%,i,1.6%,60.3,0.4%,1,6.9%,-1.5%
CCC(=O)N1c2ccccc2NC2=C(C(=O)CCC2)C1c1ccco1 (stereo not drawn),-4.2%,17.1%,-6.3%,i,1.1%,58.2,1.0%,1.1,1.5%,1.0%
CCN(CC)S(=O)(=O)c1cc(NC(=O)CSc2nccn2C)ccc1C,3.9%,-3.4%,5.4%,i,-1.2%,51.8,0.2%,1.1,-0.5%,0.2%
COc1ccc(/C=N/NC(=O)c2cccnc2)cc1COc1ccc(NC(C)=O)cc1,nt,20.1%,nt,i,nt,38.9,0.1%,nt,5.6%,0.1%
Cc1cc(Br)cc2c1NC(=O)C2(O)CC(=O)c1ccco1 (stereo not drawn),8.4%,0.1%,3.6%,i,4.7%,48.7,0.0%,1,9.2%,0.2%
CN(C)S(=O)(=O)c1ccc2c(c1)C(CC(=O)O)OC2=O (stereo not drawn),5.2%,-9.8%,7.9%,i,1.6%,39.8,0.8%,1,8.1%,0.5%
O=C1C2C3C=CC(CC3)C2C(=O)N1c1ccc(Cl)cc1 (stereo not drawn),nt,nt,nt,i,0.2%,46.0,0.9%,nt,nt,-0.7%
CCc1nnc(N/N=C/c2cc(Br)c(O)cc2O)n1N,nt,nt,nt,i,2.8%,48.5,0.6%,nt,nt,1.4%
N/C(Cc1nc2ccccc2s1)=N\O,nt,-4.4%,nt,i,1.4%,45.9,0.1%,nt,-4.6%,0.6%
CCOC(=O)Cc1cc(-c2ccccc2)nc2ccc3ccccc3c12,-2.4%,-6.0%,15.8%,i,17.5%,32.6,-0.4%,1.1,2.6%,nt
COC(=O)c1cnc(NNS(=O)(=O)c2ccc(C(F)(F)F)cc2)nc1C(F)(F)F,nt,1.5%,nt,i,-0.4%,22.5,0.3%,nt,8.9%,1.5%
COc1ccc(C(=O)NCC(=O)OCC(=O)c2ccc3c(c2)OCCO3)cc1,-7.5%,4.9%,-6.0%,i,1.6%,27.7,0.1%,1.1,-3.6%,-0.9%
Fc1cccc(Nc2ncnc3sc4c(c23)CCC4)c1,-16.6%,1.5%,-12.7%,i,3.2%,15.6,1.7%[50 µM],1.1,1.5%,-0.6%
CC(C)Sc1nc2sc3c(c2c2nnc(SCC(=O)NCc4ccco4)n12)CCCC3,-7.1%,18.0%,-0.6%,i,6.7%,36.1,-0.2%,1.1,1.4%,2.0%
COc1ccc(F)cc1S(=O)(=O)NC1CCCC1,0.2%,-4.5%,4.2%,i,0.0%,34.9,6.3%,1.1,8.8%,0.2%
COc1ccc(OC)c(-n2c(-c3ccccc3)n[nH]c2=S)c1,-5.1%,-7.2%,2.2%,i,1.3%,43.7,3.8%,1,1.0%,0.6%
COc1cc(NC(=O)c2ccc(NS(=O)(=O)c3c(C)noc3C)cc2)cc(OC)c1,6.9%,10.6%,3.6%,i,3.8%,40.4,-1.8%,1.1,4.1%,-0.2%
CCCCOC(=O)c1ccc(O)cc1,1.6%,-9.3%,-5.9%,i,-1.6%,20.6,0.2%,1.1,2.7%,-0.1%
COc1ccc(NC(=O)NC2(C(=O)N3CCCCCC3)CCCCC2)cc1,12.7%,5.9%,9.8%,i,4.4%,55.6,3.6%,1.6,-2.4%,0.2%
CC(C)C(=O)N1CCN(c2ccccc2N)CC1,24.8%,-4.8%,12.2%,i,1.7%,40.9,0.8%,1.2,-0.4%,0.3%
CC(C)c1ccccc1NC(=O)Nc1ccc2c(c1)OCO2,nt,nt,nt,i,6.4%,11.4,0.5%[50 µM],nt,nt,-0.8%
COc1cc2c(cc1OC)C(=O)Cc1ccc3c(c1CN(C)CC2)OCO3,5.8%,-2.6%,10.6%,i,0.8%,57.0,4.8%,1.1,3.0%,-1.1%
CCOc1ccc(CN2CCNC(=O)C2CC(=O)NCCc2cnccn2)cc1 (stereo not drawn),nt,nt,nt,i,1.7%,38.5,0.1%,nt,nt,0.4%
CC1SC(C)C(=O)N(CC(=O)NCc2ccc(F)cc2)C1=O (stereo not drawn),12.6%,31.4µM*,11.9%,i,2.6%,70.0,0.5%,1.1,5.5%,0.2%
Cn1cc(CN2CCC[C@H]2CO)c(-c2cccc(Cl)c2)n1,4.2%,nt,-3.2%,i,1.5%,25.8,0.5%,1.1,nt,0.0%
CCCCN1c2ccccc2N(CCCO)c2cc(C)nnc21,-1.8%,39.7%,-2.2%,i,0.9%,59.1,-0.2%,1.1,7.3%,-0.1%
COc1cccc(C2Nc3ccc4ccccc4c3C3=C2C(=O)CC(C)(C)C3)c1OCC(=O)O (stereo not drawn),nt,nt,nt,i,5.0%,50.1,0.3%,nt,nt,-0.8%
C=CCn1c(=O)c(C(=O)Nc2cccnc2)c(O)c2ccccc21,-10.6%,-0.7%,-2.4%,i,0.8%,30.6,0.3%,1,2.0%,0.1%
CCn1cc(/C=C/C(=O)c2ccc(O)cc2)c(C)n1,15.4%,23.1%,20.5%,i,-1.9%,22.4,0.8%,1,10.2%,-0.2%
CCN(CC)S(=O)(=O)c1ccc(C(=O)NCc2n[nH]c(=S)n2-c2ccc(Cl)c(Cl)c2)cc1,21.3%,15.1%,20.8%,i,3.1%,54.1,-0.2%,1,3.8%,0.3%
CCOc1ccc(OCC)c(S(=O)(=O)N2CCCCC2)c1,-2.8%,-8.0%,-5.7%,i,-1.9%,19.6,0.4%,1,-4.3%,-0.5%
CS(=O)(=O)Nc1ccc(S(=O)(=O)NC2CCCCC2)cc1,2.5%,-4.9%,-6.1%,i,2.3%,36.2,1.2%,1,-3.9%,-0.9%
C=CCOc1c(Br)cc(CNc2ccc(NC(=O)C(C)C)c(OC)c2)cc1OCC,57.7%*,-32.2%,32.6%,i,4.4%,48.3,7.7%,1.1,-2.0%,-0.7%

4 records drawn at random from those above:
smiles,PMI inhibition,P. falciparum M17LAP,human PMI inhibition,T cell modulator,RSV CPE inhibition,T cell modulator vesicle-bound %,UTI89 phage lysis,TNAP activators,P. falciparum M1AAP,West Nile antiviral
CCN(CC)S(=O)(=O)c1ccc(C(=O)NCc2n[nH]c(=S)n2-c2ccc(Cl)c(Cl)c2)cc1,21.3%,15.1%,20.8%,i,3.1%,54.1,-0.2%,1,3.8%,0.3%
C=CCOc1c(Br)cc(CNc2ccc(NC(=O)C(C)C)c(OC)c2)cc1OCC,57.7%*,-32.2%,32.6%,i,4.4%,48.3,7.7%,1.1,-2.0%,-0.7%
C=CCn1c(=O)c(C(=O)Nc2cccnc2)c(O)c2ccccc21,-10.6%,-0.7%,-2.4%,i,0.8%,30.6,0.3%,1,2.0%,0.1%
CCOc1ccc(OCC)c(S(=O)(=O)N2CCCCC2)c1,-2.8%,-8.0%,-5.7%,i,-1.9%,19.6,0.4%,1,-4.3%,-0.5%

Already shown: entries from further up.
smiles,PMI inhibition,P. falciparum M17LAP,human PMI inhibition,T cell modulator,RSV CPE inhibition,T cell modulator vesicle-bound %,UTI89 phage lysis,TNAP activators,P. falciparum M1AAP,West Nile antiviral
CCN(CC)S(=O)(=O)c1ccc(C(=O)NCc2n[nH]c(=S)n2-c2ccc(Cl)c(Cl)c2)cc1,21.3%,15.1%,20.8%,i,3.1%,54.1,-0.2%,1,3.8%,0.3%
CCOc1ccc(OCC)c(S(=O)(=O)N2CCCCC2)c1,-2.8%,-8.0%,-5.7%,i,-1.9%,19.6,0.4%,1,-4.3%,-0.5%
